Compound activity (PubChem BioAssay)
LEDGF integ inh – blocks HIV-1 LEDGF/p75-dependent DNA integration | TR-FRET IN-LEDGF/p75 DNA integration, Eu/Cy5 | inhibition, % at 3.7 µM | hit rate 0.64% among 370,000 | AID 743269;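 active = inhibition above the screen-wide mean plus 3 SD, cut at about 13% in these data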;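 also: signal is the Cy5 over europium emission ratio at 671 and 618 nm; 0% = plate median of compound wells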
ADAM17 inh – ADAM17 inhibition, QFRET primary screen | recombinant ADAM17, EDANS/DABCYL FRET peptide cleavage | P78536 | AID 720648 | hit rate 0.83% among 370,000 | inhibition, % at 6.95 µM;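 active = inhibition above the mean of compounds lying between control limits plus 3 SD, set per campaign, cut at about 8.5% in these data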;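 also: 0% = DMSO-only wells as the low control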
ADAM10 inh – ADAM10 inhibition, QFRET primary screen; recombinant ADAM10, EDANS/DABCYL FRET peptide cleavage, 3 h; hit rate 0.62% among 370,000; inhibition, % at 7 µM; AID 720582; O14672;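 active = inhibition above a per-campaign cutoff equal to the mean of compounds falling between control-based bounds plus 3 SD, cut at about 20% in these data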;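 also: 0% = DMSO wells while the 100% control is not disclosed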
TDP2 inh – blocks human TDP2 phosphodiesterase activity | O95551 | recombinant TDP2, T5PNP hydrolysis, p-nitrophenol absorbance 415 nm | inhibition, % at 12.8 µM | hit rate 0.34% among 370,000;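 active = inhibition above the mean of all tested compounds plus 3 SD, set per campaign, cut at about 25% in these data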;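 also: 0% = DMSO with enzyme and 100% = buffer with substrate but no TDP2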
Target sequence (O95551 whole entry, looked up): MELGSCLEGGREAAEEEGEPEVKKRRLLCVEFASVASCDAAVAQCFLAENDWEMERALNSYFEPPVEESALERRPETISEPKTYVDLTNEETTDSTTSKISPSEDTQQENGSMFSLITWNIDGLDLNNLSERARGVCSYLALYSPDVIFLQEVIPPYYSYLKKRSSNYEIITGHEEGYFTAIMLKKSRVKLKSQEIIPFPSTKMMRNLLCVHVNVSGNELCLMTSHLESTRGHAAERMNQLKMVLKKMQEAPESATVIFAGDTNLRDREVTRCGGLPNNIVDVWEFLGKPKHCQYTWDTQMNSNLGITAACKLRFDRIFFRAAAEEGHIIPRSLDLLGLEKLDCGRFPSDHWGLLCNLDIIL
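Test system: human TDP2 enzyme; Input: 120 nM TDP2 per well; Buffer or medium: Mg2+-containing Tris-HCl buffer, pH 7.5; Reagent: 5 mM T5PNP; Dosing: 12.8 µM single point, 1% DMSO; Incubation: reaction 2 h, 37 °C; Detection: p-Nitrophenol epi absorbance; Read-out: % inhibition relative to enzyme-containing and enzyme-free wells; Replicates: single well per compound.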
DDE Tn6 FP inh – DD(E)-Tn6 binding inhibition, primary FP screen | P02675 | Fibrin DD(E) TRITC-Tn6 fluorescence polarization displacement | inhibition, % at 8.3 µM | hit rate 0.21% among 370,000 | AID 720509;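 active = inhibition above a per-campaign cutoff: mean of compounds within control limits plus 3 SD, cut at about 15% in these data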;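 also: 0% = median of all compound wells on the plate and 100% = blocking peptide control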
ARFGAP1 inh – rat ARFGAP1 inhibition; Arfgap1-stimulated ARF1 GTP hydrolysis, GDP FP detection; inhibition, % at 16.5 µM; Q62848; AID 651572; hit rate 0.26% among 360,000;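 active = inhibition above a per-plate limit, mean inhibition of low control wells plus 3 SD, cut at about 25% in these data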;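 also: 0% = DMSO wells with enzyme and 100% = wells lacking Arfgap1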
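Assay system: Rat Arfgap1 GAP domain (His6, aa 1-136), purified enzyme | Buffer or medium: HEPES 25 mM pH 7.5, NaCl 150 mM, MgCl2, DTT | Schedule: GTP hydrolysis reaction 2 h at 25 °C | Signal: FP of antibody-bound GDP Alexa 633 tracer, ex 620/em 688 nm | Measure: Percent inhibition of Arfgap1-stimulated GTP hydrolysis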
ASAP1 GAP inh – ASAP1 ArfGAP inhibition | ASAP1-stimulated ARF1 GTP hydrolysis, GDP FP detection | Q9ULH1 | inhibition, % at 16.5 µM | hit rate 0.19% among 360,000 | AID 624377; in the data active = inhibition above about 25%;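 also: 0% = vehicle with enzyme and substrate and 100% = no enzyme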
Target sequence (Q9ULH1 325-724 limits assumed): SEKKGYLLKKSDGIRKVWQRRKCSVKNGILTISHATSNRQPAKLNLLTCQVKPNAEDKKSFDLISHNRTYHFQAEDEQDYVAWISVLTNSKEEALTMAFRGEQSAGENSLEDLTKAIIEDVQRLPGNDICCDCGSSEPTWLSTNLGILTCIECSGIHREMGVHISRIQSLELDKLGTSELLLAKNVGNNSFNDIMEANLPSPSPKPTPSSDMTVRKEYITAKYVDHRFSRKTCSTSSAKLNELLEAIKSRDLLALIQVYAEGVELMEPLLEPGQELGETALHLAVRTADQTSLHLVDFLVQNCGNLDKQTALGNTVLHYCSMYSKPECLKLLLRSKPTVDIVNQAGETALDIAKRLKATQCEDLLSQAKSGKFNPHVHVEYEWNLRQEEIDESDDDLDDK
DDE Tn7 FP inh – DD(E)-Tn7 binding inhibition, primary FP screen | P02675 | FP displacement of FITC-Tn7 peptide from fibrin DD(E); 0% = median of compound wells per plate | inhibition, % at 8.3 µM | hit rate 0.13% among 370,000 | AID 720508;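 active = inhibition above the mean of compounds falling within the control limits plus 3 SD of them, cut at about 14% in these data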;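 also: 0% = plate median of compound wells and 100% = 10 µM Aha-Tn7 peptide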
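Measure: % inhibition scaled between sample-field median and high-control FP; Test system: human fibrin DD(E); Quantity: 2 µM final DD(E) protein; Doses: one dose, 8.3 µM nominal; Schedule: compound with protein 10 min, then 3 h after probe, room temperature; Detection: fluorescence polarization; Medium: Tris buffer with calcium and detergent, pH 7.8.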
PLC-gamma1 inh – inhibitors of human phospholipase C gamma1 | hit rate 0.84% among 370,000 | inhibition, % at 12.2 µM | AID 720700 | purified PLC-gamma1, fluorogenic substrate, fluorescence | P19174; in the data active = inhibition above about 9.5%
KLK7 zymogen act – activates the human kallikrein-7 zymogen. P49862. purified proKLK7, EDANS-DABCYL substrate fluorescence; 100% is mature enzyme control, 0% vehicle. activation, % at 7 µM. hit rate 0.9% among 370,000;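 active = activation above the mean of all tested compounds plus 3 SD, computed per campaign excluding outliers beyond control limits, cut at about 13% in these data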
Target sequence (P49862 whole entry, looked up): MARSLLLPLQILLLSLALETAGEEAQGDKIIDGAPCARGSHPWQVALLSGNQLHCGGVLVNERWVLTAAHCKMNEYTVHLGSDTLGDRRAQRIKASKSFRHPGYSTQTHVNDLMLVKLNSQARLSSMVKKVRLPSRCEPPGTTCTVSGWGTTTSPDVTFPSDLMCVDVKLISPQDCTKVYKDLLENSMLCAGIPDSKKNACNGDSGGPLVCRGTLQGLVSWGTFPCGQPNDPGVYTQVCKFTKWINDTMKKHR
* = called active by the depositor; i = inactive; . = not tested or not shown. Compounds as they come; about 4.2% have a hit in one of these screens.

SMILES	LEDGF integ inh	ADAM17 inh	ADAM10 inh	TDP2 inh	DDE Tn6 FP inh	ARFGAP1 inh	ASAP1 GAP inh	DDE Tn7 FP inh	PLC-gamma1 inh	KLK7 zymogen act
COC(=O)CNC(=O)C12CC3CC(C1)CC(c1ccc(C)cc1)(C3)C2	0.1	4.5	-5.8	-8.1	-6.3	1.6	1.0	-2.4	2.1	0.2
CCCc1nnc(NC(=O)CCC(=O)NCCc2ccc(OC)c(OC)c2)s1	-1.2	0.1	-3.3	9.0	1.7	19.3	4.4	6.0	0.9	-0.1
CSCC[C@@H](C(=O)NCCCCCCCCCCC(=O)N1CCN(C(=O)OC(C)(C)C)CC1)n1cc(CCO)nn1	-0.4	1.6	3.8	-12.8	-0.7	4.9	5.0	0.7	1.1	-0.2
CCN(c1cccc(C)c1)c1ncnc2nc[nH]c12	3.8	-0.2	2.7	-8.6	3.1	-2.6	9.0	-8.0	7.8	0.3
Fc1ccc(-c2nnc(-c3ccc4ccccc4c3)o2)cc1	-4.4	-11.1	-36.9	2.4	-0.9	-4.5	3.4	-1.7	-0.8	-14.9
CC[C@@H]1CCCCc2ccccc2[C@@H](C(=O)C[C@@H](O)CC(C)=O)OC1=O	-2.2	-2.9	-4.9	-1.0	2.9	-1.6	-9.8	-1.2	-0.9	0.6
COc1ccc(N(C(=O)CNC(=O)c2ccco2)C(C(=O)NC2CCCCC2)c2ccncc2)cc1 (configuration not stated)	-2.7	0.5	-4.1	4.2	-4.1	-0.4	-5.4	-5.0	1.4	-0.1
CCN(CC)c1c(C)nc2ccc(C(=O)NCc3ccc4c(c3)OCO4)cn12	1.0	-1.0	-2.1	4.6	4.7	-5.5	0.8	8.1	-4.4	0.3
CCOc1cccc2sc(N(CCCN(C)C)C(=O)c3ccc(S(=O)(=O)N(C)c4ccccc4)cc3)nc12	-1.6	0.6	6.5	1.8	-9.8	-7.0	-5.6	-1.2	2.9	-0.1
CCN(CC)CCN(C(=O)c1ccc([N+](=O)[O-])cc1)c1nc2ccc(OC)cc2s1	-2.8	-5.5	-2.4	6.4	-9.1	4.1	2.9	-2.8	0.7	-0.5
CCOC(=O)c1cc2c(=O)n3ccccc3nc2n(Cc2ccco2)c1=NC(=O)c1ccccc1OC	5.1	-469.9	i	0.1	-1.5	4.0	4.7	1.2	-380.3	8.1
CCc1ccc(C2C3=C(CC(C)(C)CC3=O)Nc3c2c(=O)[nH]c2nc(C)nn32)cc1 (configuration not stated)	0.0	-32.0	-124.7	9.0	2.1	0.6	-8.7	-3.9	-111.9	2.8
CCc1ccccc1NC(=O)C1CCCN(c2ncnc3onc(-c4ccc(F)cc4)c23)C1 (configuration not stated)	-2.6	-4.9	-5.0	0.4	1.2	-9.3	-2.5	-4.8	0.9	-0.2
Cc1onc(-c2ccccc2)c1C(=O)NNC(=S)NC(=O)/C=C/c1cccs1	-1.0	0.3	8.5	-3.6	6.5	0.5	-4.5	-3.0	-6.5	-0.1
COc1ccc(C(=O)Nc2ccc(N3CCN(Cc4ccccc4)CC3)cc2)cc1	2.1	-0.3	1.8	7.9	-1.6	1.3	-8.9	3.5	-1.6	-0.9
O=C(COc1ccccc1F)Nc1ccc(S(=O)(=O)NCc2ccco2)cc1	2.0	-1.4	2.6	7.0	-8.5	-4.7	8.6	-3.3	1.4	0.2
COC(=O)c1ccccc1NC(=O)Nc1ncccc1C	-8.0	-6.6	-23.1	-7.9	0.2	6.9	3.4	2.8	0.8	-3.3
O=C(COC(=O)/C=C/c1ccccc1[N+](=O)[O-])NC1CCS(=O)(=O)C1 (configuration not stated)	1.4	-6.3	-11.1	-15.6	-7.0	6.9	11.6	13.1	-0.2	0.3
CCOC(=O)CC(NS(=O)(=O)c1ccc2[nH]cc(C(=O)O)c(=O)c2c1)c1ccc(OCC)c(OC)c1 (configuration not stated)	6.3	-4.8	-7.1	8.1	-1.7	-11.2	3.8	-1.0	-2.1	-1.0
CCO[C@H]1OC(C(=O)N2CCCCCCC2)=C[C@@H](c2csc3ccccc23)[C@@H]1CCCO	-1.1	-2.3	8.8	4.2	-3.9	0.3	-0.4	8.2	3.2	-0.1
CCOC(=O)c1cnc(-n2nc(C)cc2C)nc1NC1CCCC1	8.9	-19.7	-70.7	4.6	-1.5	-1.6	-4.4	-6.0	-33.9	-1.2
C=CCNC(=S)NNc1nc2sc3c(c2c(=O)[nH]1)CC(C)(C)OC3	-3.3	-2.7	-4.8	8.8	0.1	5.0	-7.7	-1.1	-4.5	0.2
COc1cc(/C=N\NC(=O)c2sc(N)nc2C)cc(OC)c1OC	0.4	-4.6	-7.6	4.4	-7.7	-4.4	21.6	-3.1	-75.9	0.1
COc1cc(/C=C2/SC(=Nc3ccc(O)cc3)NC2=O)cc(OC)c1O	2.5	1.9	0.6	-10.3	-18.9	12.1	17.4	-21.1	-28.7	0.2
COc1cccc(CNC(=O)c2cccc(S(=O)(=O)N3CCN(Cc4ccccc4)CC3)c2)c1	0.6	-1.6	-2.6	-4.7	-11.1	0.8	12.7	8.0	2.6	0.7
The listing continues.
SMILES	LEDGF integ inh	ADAM17 inh	ADAM10 inh	TDP2 inh	DDE Tn6 FP inh	ARFGAP1 inh	ASAP1 GAP inh	DDE Tn7 FP inh	PLC-gamma1 inh	KLK7 zymogen act
Clc1ccccc1/C=C/c1nc(-c2ccccn2)no1	-1.9	-1.5	-4.4	7.1	4.0	-5.2	2.0	4.8	-0.9	-0.4
CN(C1=NC(=O)CS1)c1ccc(O)cc1	-2.4	-2.6	-2.6	13.3	2.6	-6.2	-0.2	1.3	-1.7	-0.3
CC(=O)CCc1c(C)[nH]c2ccc(NC(C)=O)cc2c1=O	3.5	-25.0	-85.3	-20.1	-3.0	11.5	17.6	-8.0	-1.5	-0.1
Cc1cc(C(=O)C(=O)O)c(C)n1-c1ccc(Cl)cc1	0.6	-2.9	-8.6	-0.3	2.1	-6.1	-7.7	3.9	-1.0	-0.1
C1CCC2(CC1)C1=C(CCCC1)Nc1nnnn12	-0.3	-3.0	-9.3	-0.9	3.5	-15.6	-2.4	0.8	0.4	0.2
COc1ccc(C(=O)Nc2ccc(N3CCN(C(=O)c4cccs4)CC3)cc2)cc1Br	-6.3	1.3	10.7	-13.8	6.6	7.8	0.4	2.5	-2.1	-4.5
COc1cccc(NC(=O)c2ccc3nsnc3c2)c1	-1.8	-1.0	-0.5	2.9	-9.5	0.8	3.7	4.0	-2.7	0.3
N#CCCN(C(=O)COC(=O)CNC(=O)C12CC3CC(CC(C3)C1)C2)c1ccccc1	1.4	-0.5	3.6	11.5	0.4	-4.9	10.2	-4.3	3.9	-0.3
COc1ccc(C(=O)NC(=S)NC(C)c2ccccc2)cc1 (configuration not stated)	-0.8	0.1	10.2	4.9	0.0	7.3	-4.2	-0.5	-0.9	0.7
NCCCSC1=NCCCN1	0.0	0.5	-9.4	-3.4	1.1	-2.5	-6.8	-7.4	-26.4	-0.4
Cc1ccc(C(C)C)cc1S(=O)(=O)NC1CC(C)(C)NC(C)(C)C1	-6.6	-2.6	-4.6	-1.7	1.4	4.3	-15.4	9.8	0.9	-0.2
CCCOC(=O)CSC1=C(C#N)C(c2ccc3c(c2)OCO3)CC(=O)N1 (configuration not stated)	-0.5	4.0	9.6	-3.4	-5.4	-3.9	-9.6	6.2	3.1	1.0
Cc1cc(F)ccc1NS(=O)(=O)c1c(C)nc2scc(C)n2c1=O	-4.1	-12.1	-41.2	-1.2	1.7	-9.1	-0.2	1.3	-7.1	0.3
COc1cc2c3c(c1)-c1c(sn(-c4cc(OC)ccc4OC)c1=S)C(C)(C)N3C(=O)C2=O	-0.1	-1.4	-2.4	-8.9	4.8	9.8	2.0	-7.0	-0.2	0.5
COC(=O)[C@]12C[C@H](CC(=O)N3CCOCC3)C(=O)N(Cc3ccco3)C1=C[C@H](C(C)(C)C)O[C@@H]2C	2.0	-1.3	4.4	4.4	0.8	.	.	-2.9	1.4	-0.2
CC1(C)CC(=O)N(CC(=O)O)c2ccccc2S1	0.8	-4.7	-4.6	14.7	-3.7	4.8	10.8	-0.5	1.1	-0.2
COC(CNS(=O)(=O)c1cccc2nonc12)OC	-4.5	-1.4	-2.7	-6.0	-11.7	12.0	7.9	-4.6	6.6	0.2
CCOC(=O)CSc1nc2cc(S(=O)(=O)Nc3ccccc3OC)ccc2o1	6.2	0.6	-1.1	-9.7	1.2	13.0	15.8	-6.4	-4.4	-0.7
COCCN(Cc1ccccc1)P(=O)(O)c1ccccc1OCC(=O)O	-1.1	-2.1	-2.8	0.6	-2.2	-9.3	-4.2	0.0	2.6	0.1
Cc1ccc(C)c(N2CCN(S(=O)(=O)c3c(C)[nH]c(C)c3C(=O)N3CCCC3)CC2)c1	3.9	6.3	17.5	-25.0	-5.0	-8.4	-2.0	0.1	17.0*	0.4
O=C(C1CC1)N1CCc2cc(S(=O)(=O)N3CCN(c4ccccc4)CC3)ccc21	2.2	-2.6	-0.5	0.4	-6.0	1.2	9.2	-8.8	-1.4	0.1
CC(=O)N1CCN(C(=O)COC(=O)CNC(=O)c2ccccc2C)CC1	0.3	-2.1	-7.4	-2.7	2.8	0.6	7.8	6.6	-1.1	-0.1
CCc1ccc(S(=O)(=O)c2cn(C)c3cc(OC)c(OC)cc3c2=O)cc1	-3.0	-9.0	-29.4	-9.7	0.0	1.8	-4.8	5.4	-5.7	-1.1
CCCOC1CCCN(C(=O)c2ccc(OC3CCN(C(=O)COC)CC3)cc2)C1 (configuration not stated)	-2.8	-3.6	-6.9	2.6	0.1	1.4	1.0	1.8	-1.8	0.5
O=C(NCCCN1CCCC1=O)Nc1ccc([N+](=O)[O-])cc1	-0.5	-0.2	-1.7	1.1	-4.8	1.0	-14.2	1.8	-0.9	0.3
O=C(/C=C1\NC2(CCCC2)Cc2ccccc21)C(=O)N/N=C/c1ccc(O)c(O)c1	-1.4	11.8*	22.0*	-20.5	-12.2	2.0	12.6	-8.5	4.4	-1.4
